High-throughput results deposited in PubChem BioAssay by National Center for Advancing Translational Sciences (NCATS).
TRPV1 agonist: agonists of human vanilloid receptor 1 (TRPV1) | Q8NER1 | TRPV1-expressing cells, Fluo-8 calcium influx, agonist mode | activation, % at 8.33 µM | 320,000 compounds, 0.19% hits; in the data active = activation above about 80%; inconclusive = between about 30% and that limit; note: 0% is about no effect
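TRPV1-expressing cells were cultured overnight at 35.5C and loaded with Fluo-8 calcium dye for 40 to 90 min at room temperature. After a 10 s baseline, compound was added and calcium influx was read kinetically for 3 min (ex 480/em 520 nm).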
hERG WT inh: blocks the wildtype human KCNH2 potassium channel. U2OS, BacMam KCNH2, thallium flux FluxOr; stronger effect = lower value. activity change, % at 1.84 µM. 340,000 compounds, 0.37% hits. AID 720551;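 active = maximum activity change below -70%; inconclusive = maximum activity change between -70% and -50%; inactive = maximum activity change above -50%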; note: % is set by controls: 0 for no effect and ±100 for the full control effect
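U2OS cells were transduced with wild-type KCNH2 virus (2.03 x 10^8 / mL) for 4 h at room temperature, then cultured overnight at 37 C. Thallium flux was read with FluxOr dye. Rate constants were normalized to DMSO controls.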
PKM2 act: increases activity of human pyruvate kinase M2 | P14618 | purified PKM2, Kinase-Glo ATP luminescence, activation; response scale: 0% is enzyme alone, no compound | Potency, µM (doses to about 57.5 µM), for inactives: at the top dose activation, most hits filed as activators | 260,000 compounds, 0.34% hits | AID 1631; note: potency is the fitted concentration of half-maximal effect; % is set by controls: 0 for no effect and ±100 for the full control effect; nearly all actives have a fitted effect of over 55% in size
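Purified hPK-M2 (>95%) run at intermediate activity with 0.1 mM ADP and 0.5 mM PEP in 50 mM imidazole pH 7.2, KCl, MgCl2; 1 h room temperature. ATP formed read by Kinase-Glo luminescence; normalized to uninhibited and no-enzyme controls.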
Menin-MLL TR inh: menin-MLL binding inhibition, Texas Red mutant peptide; O00255; Menin + Texas Red MLL mutant peptide, fluorescence polarization; Potency, µM (highest dose often 61.6 µM), without a hit: top-dose FP activity change, negative = inhibition, most hits filed as inhibitors; 270,000 compounds, 0.23% hits; AID 1768; active = well fitted inhibition curve with a large enough effect in the polarisation, with a control signal flat, not every such curve was filed as active; inconclusive = small, poorly fitted or top-dose-only effect, or effect the other way, or a change in a side signal; inactive = no such curve, though single readings can be large or run the other way; the % refers to the polarisation; note: potency is the fitted concentration of half-maximal effect; % of control where 0% means no effect; many of its hits are not listed in these tables
GALK inh: inhibitors of human galactokinase; Purified GALK, Kinase-Glo residual ATP luminescence; Potency, µM (series often up to 57.5 µM), for the others: at the highest dose activity change, negative = inhibition, actives largely listed as inhibitors; 270,000 compounds, 0.007% hits; AID 1868; note: potency is the fitted concentration of half-maximal effect; % is set by controls: 0 for no effect and ±100 for the full control effect
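ATP-depletion format; final 35 uM ATP, 100 uM D-galactose, 5 nM enzyme; pH 8.0 HEPES/Mg2+ buffer; 60 min RT; luminescence read 10 min after detection reagent.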
B2AR arrestin: recruits beta-arrestin to the human beta2-adrenergic receptor | P07550 | beta-arrestin recruitment to beta2AR, cell-based reporter | Potency, µM (highest dose often 46.1 µM), inactives show top-dose activation, actives largely listed as activators | 330,000 compounds, 0.02% hits;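 note: potency is the fitted concentration of half-maximal effect; 0% = DMSO controls and full agonism = EC100 isoproterenol or metaproterenol; nearly all actives have a fitted effect of over 65% in size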
MLL CXXC-DNA inh: MLL CXXC-DNA interaction inhibition. Q03164. MLL-CXXC / FITC-HOXA9 DNA fluorescence polarization. Potency, µM (highest dose often 115 µM), without a hit: at the highest dose activity change, negative = inhibition, actives largely listed as inhibitors. 290,000 compounds, 0.037% hits; active = well fitted inhibition curve with a large enough effect in the polarisation, with a control signal flat, not every such curve was filed as active; inconclusive = small, poorly fitted or top-dose-only effect, or effect the other way, or a change in a side signal; inactive = no such curve, though single readings can be large or run the other way; the % refers to the polarisation; note: potency is the fitted concentration of half-maximal effect
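Steps: dispense CXXC domain solution (7 uM) → pin compounds or unlabeled HOX-A9 DNA control → 5 min ambient → add FLSN-HOX-A9 solution (50 nM) → spin → 30 min ambient → fluorescence polarization. Tris pH 7.5/NaCl/DTT/BSA buffer.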
FBPA coupling cs: counter-screen for Giardia aldolase inhibitors: coupling enzyme system | AID 2472 | activity change, negative = inhibition, % at 58.2 µM, hits read low | coupling enzyme system counterscreen, AmpLite Red fluorescence | 290,000 compounds, 0.67% hits; in the data active = activity change below about -30%; note: % is set by controls: 0 for no effect and ±100 for the full control effect
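Counterscreen of the coupled detection system alone, without aldolase: glyceraldehyde-3-phosphate coupling enzymes plus AmpLite Red readout. Compounds at 57.5 uM final, 10 min RT preincubation, 20 min RT reaction, fluorescence 525/598 nm.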
KCNH2 3.1 block: inhibitors of human KCNH2 3.1 potassium channel isoform. U2OS KCNH2 3.1, thallium flux FluxOr; stronger effect = lower value. activity change, % (tested at about 1.8 µM). 340,000 compounds, 0.95% hits. AID 720553;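 active = maximum activity change below -70%; inconclusive = maximum activity change from -70% to -50%; inactive = maximum activity change above -50%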;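 note: thallium influx rate constant from kinetic fluorescence after stimulation buffer; % is set by controls: 0 for no effect and ±100 for the full control effect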
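Measured as rate of thallium-driven FluxOr signal in transduced U2OS cells carrying the 3.1 channel, read kinetically for 2 min upon stimulation; values are rate constants scaled to DMSO control wells.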
USP2a block: inhibitors of human ubiquitin-specific protease USP2a | O75604 | USP2 core, Ub-CHOP2 coupled fluorogenic reporter, 485/531 | Potency, µM (series often up to 38.3 µM), for the others: top-dose activity change, negative = inhibition, actives largely listed as inhibitors | 330,000 compounds, 0.01% hits | AID 463254;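 note: potency is the fitted concentration of half-maximal effect; plate controls were DMSO wells for no effect and full inhibition by NEM control for full effect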
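USP2 core (10nM final) preincubated 30min RT with compound in 20mM Tris-HCl pH 8.0, 2mM CaCl2, 2mM beta-mercaptoethanol, 0.05% CHAPS; 25nM Ub-CHOP2 plus 25nM reporter substrate added, fluorescence (Ex485/Em531) read after 60min.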
Giardia killer: Giardia lamblia killing; Giardia lamblia trophozoite viability; activity change, % at 7.66 µM, hits read low; 340,000 compounds, 0.15% hits; AID 540267; in the data active = activity change below about -80%; inconclusive = between about -30% and that limit;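 note: parasites exposed to compound for two days anaerobically before the ATP read; % is set by controls: 0 for no effect and ±100 for the full control effect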
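Killing of trophozoites was scored by loss of ATP luminescence after a 48 hrs anaerobic exposure to compounds at 37 deg C, using 100 cells per well.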
* = called active by the depositor; ? = inconclusive; . = no result given; [ ] = another dose, or the depositor's remark. Unless noted, calls come from the whole dose curve; as a rule, active = well fitted curve in the direction sought with a large enough effect; inconclusive = small, poorly fitted or top-dose-only effect, or another doubt; inactive = no such curve, though single readings can be large; an effect the other way counts as inactive or inconclusive.

SMILES,TRPV1 agonist,hERG WT inh,PKM2 act,Menin-MLL TR inh,GALK inh,B2AR arrestin,MLL CXXC-DNA inh,FBPA coupling cs,KCNH2 3.1 block,USP2a block,Giardia killer
COC(=O)C1C(c2ccc(OC)cc2)C(C(=O)OC)S(=O)(=O)C(CCN2CCCCC2)S1(=O)=O (stereo unspecified),-2.0,-2.4,3.5%,-7.6%,2.2%,-0.1%,9.7%,-0.2,-4.4,-3.2%,-30.0
Cc1ccc(C(=O)NN2C(=O)/C(=C/c3cn(C)c4ccccc34)SC2=S)cc1,-4.1,1.6,-18.7%,?,0.1%,-0.5%,?,-15.3,-17.3,9.3%,?
O=C1Cc2ccccc2C(=O)N1OCc1ccc(Cl)cc1Cl,-3.8,6.2,-9.2%,?,5.0%,0.3%,-15.0%,-22.2,-18.5,-0.6%,-4.7
CCOC(=O)N1CCN(c2cc(N)c([N+](=O)[O-])cc2F)CC1,24.4,-20.4,5.5%,40.5%[activator],-2.6%,0.4%,-4.6%,2.4,-13.6,0.3%,18.1
O=C(NCc1cccnc1)c1ccc(COc2ccc(Cl)cc2Cl)o1,?,6.3,-1.5%,11.1%,9.6%,-0.3%,-1.2%,7.2,6.5,3.7%,-3.9
O=C(CSc1nc(-c2ccco2)cc(C(F)(F)F)n1)NCc1cccs1,21.3,-3.5,9.4%,-1.2%,1.1%,-0.3%,7.2%,-1.2,-1.4,-0.4%,-10.5
CCNS(=O)(=O)c1ccc(CCC(=O)N2CCN(c3cc(Cl)ccc3C)CC2)cc1,-2.9,-1.4,-0.7%,4.8%,3.1%,-0.4%,-0.5%,0.8,-17.3,-1.4%,-12.9
Cc1nc(C)n(CCNS(=O)(=O)c2ccc(C)c(C)c2)n1,-1.6,-4.7,0.4%,9.3%,-0.8%,-0.5%,9.6%,-1.1,10.0,-1.6%,-7.7
Cc1cc(C)c2cc(CN(CCO)Cc3nnnn3Cc3ccccc3)c(=O)[nH]c2c1,1.8,-3.7,0.9%,-8.4%,2.3%,-3.1%,4.1%,-1.7,9.8,1.5%,0.8
Cc1nn(C2CCS(=O)(=O)C2)c(C)c1C=O (stereo unspecified),-4.4,-1.2,-22.2%,9.0%,0.1%,0.1%,1.0%,1.1,-2.2,3.8%,-19.3
COC(=O)c1ccc(NC(=O)c2c(Br)cnn2C)cc1,-4.7,2.3,.,17.5%,3.0%,-0.2%,1.4%,-3.0,-0.5,6.3%,16.1
Cc1nn(CCOc2ccc(Br)cc2)c(C)c1[N+](=O)[O-],1.1,13.6,-1.1%,0.3%,5.7%,0.0%,-4.6%,-4.9,5.4,2.5%,-11.0
O=C(CSCc1ccccc1Cl)N/N=C/c1ccco1,2.1,-5.3,-1.2%,2.1%,-2.0%,0.0%,5.5%,-12.2,6.3,4.5%,1.3
O=C(CN1C(=O)c2cccc([N+](=O)[O-])c2C1=O)NCc1ccccc1,-6.2,0.4,.,4.7%,-1.0%,-0.1%,-2.2%,0.7,9.4,4.3%,14.1
CCOC(=O)c1c(NC(=O)CSC2=NN3CCCC(=O)N=C3S2)sc2c1CCCCC2,-0.6,-11.4,-0.7%,3.9%,.,-1.0%,-1.6%,-0.1,-4.1,3.1%,10.1
CCCN1C(=O)SC(CC(=O)Nc2ccccc2C)C1=O (stereo unspecified),?,1.9,0.5%,-11.6%,0.9%,-0.3%,12.2%,1.9,2.9,-0.5%,13.5
COC(=O)C1=C(C)NC(=O)NC1c1ccc2c(c1)OCO2 (stereo unspecified),0.4,4.4,-0.7%,4.7%,-7.3%,-0.2%,7.1%,4.6,8.4,1.8%,?
COc1ccc(-n2cc(CNC(C)c3ccncn3)c(-c3cccc(F)c3)n2)cc1 (stereo unspecified),-2.0,8.2,-8.6%,27.9%,0.1%,0.2%,-8.8%,6.4,5.7,3.6%,-3.2
O=C(CC1CCCCC1)NCc1ccco1,0.8,-21.8,-1.5%,0.1%,0.6%,0.0%,-5.3%,-2.0,0.3,1.7%,-7.2
O=C(O)Cc1ccc(Oc2ncc(C(F)(F)F)cc2Cl)cc1,-0.1,3.1,0.8%,5.9%,1.2%,-0.4%,6.3%,9.9,-11.0,2.9%,8.2
Cc1ccc(NC(=O)CN(C)C(=O)Cn2ccsc2=N)cc1,-1.9,0.6,-0.2%,-4.7%,10.2%,0.0%,9.1%,2.8,-0.4,0.0%,-9.0
NS(=O)(=O)c1ccc(NC(NC(=O)c2cccnc2)C(Cl)(Cl)Cl)cc1 (stereo unspecified),2.1,-4.3,3.1%,13.9%,2.7%,-0.3%,-1.7%,-0.1,0.1,-0.1%,11.6
CC(c1n[nH]c(=S)n1-c1ccc(F)cc1)N1CCCCC1 (stereo unspecified),3.2,20.2,.,9.2%,0.6%,0.0%,-0.6%,4.5,-3.1,-1.3%,-14.6
CCOC(=O)c1sc2ccccc2c1OC(=O)c1ccccc1,6.4,-9.6,1.4%,.,-1.7%,0.1%,46.4%[activator],7.5,-4.4,4.7%,13.4
CCC(=O)Nc1cccc(NC(=S)NC(=O)c2cccs2)c1,3.0,1.8,-1.8%,-5.0%,-0.1%,-0.3%,4.0%,-1.7,5.5,2.5%,-2.9
CCC(C)[C@H](NC(=O)NCCCN1CCOCC1)C(=O)OC (stereo partly specified),0.2,-30.9,0.6%,-10.4%,-0.1%,0.0%,1.4%,-3.2,-1.9,0.7%,-13.9
CCCC(=O)Nc1cccc(NC(=O)c2ccc3c(c2)OCCO3)c1,2.6,-6.2,-7.2%,11.7%,-1.0%,-0.2%,3.1%,2.0,6.3,1.0%,?
COc1cc(/C=C2/C(=N)N3N=C(C)SC3=NC2=O)ccc1OS(=O)(=O)c1ccc(C)cc1,0.2,0.2,13.0%,?,-15.9%,0.3%,0.9%,8.3,11.7,-2.6%,3.3
CCCCNC(=O)CNC(=O)c1nn(-c2ccc(OC)cc2)c(=O)c2ccccc12,0.8,.,.,-8.6%,4.1%,0.2%,?,-2.0,-8.3,2.5%,-20.3
CCN(CC)c1ccc(C=NCCc2ccc(S(N)(=O)=O)cc2)cc1,-5.6,6.7,2.7%,-3.7%,-0.4%,0.1%,-6.9%,0.0,-6.0,11.0%,1.0

Continued; it opens with the 2 that closed the last part.
SMILES,TRPV1 agonist,hERG WT inh,PKM2 act,Menin-MLL TR inh,GALK inh,B2AR arrestin,MLL CXXC-DNA inh,FBPA coupling cs,KCNH2 3.1 block,USP2a block,Giardia killer
CCCCNC(=O)CNC(=O)c1nn(-c2ccc(OC)cc2)c(=O)c2ccccc12,0.8,.,.,-8.6%,4.1%,0.2%,?,-2.0,-8.3,2.5%,-20.3
CCN(CC)c1ccc(C=NCCc2ccc(S(N)(=O)=O)cc2)cc1,-5.6,6.7,2.7%,-3.7%,-0.4%,0.1%,-6.9%,0.0,-6.0,11.0%,1.0
CC1=C(C(=O)OCc2ccccc2)C(c2ccccc2Cl)NC(=O)N1C (stereo unspecified),25.6,-0.8,6.3%,-22.2%,-8.3%,0.2%,-2.6%,-4.9,-12.4,-1.7%,7.5
CC(C)(C)c1nc2c(C#N)c(-c3ccc(Cl)cc3)ccn2n1,-0.3,-3.0,-7.0%,2.7%,-1.8%,-0.6%,-8.6%,-8.4,-17.1,-7.2%,8.7
CN(Cc1cccc2cnccc12)C(=O)c1cc(COc2ccc(F)cc2Cl)on1,-1.7,-0.6,.,13.8%,1.6%,-0.9%,-2.0%,0.4,-13.6,0.6%,-21.5
CC(=O)Nc1ccc(S(=O)(=O)/N=C2\C(=O)c3ccccc3C([O-])=C2n2cc[n+](-c3ccccn3)c2)cc1,.,5.7,7.6%,.,-6.3%,-0.5%,5.1%,-38.9*,5.6,0.5%,1.5
COc1cc2c(cc1OC)CN(C(=O)c1sc(-c3cnccn3)nc1C)CC2,-2.2,6.8,2.3%,.,.,-0.9%,9.8%,-0.8,32.0,-1.1%,-17.5
Cc1cc(C(=O)CN2C(=O)c3ccccc3S2(=O)=O)c(C)n1CC1CCCO1 (stereo unspecified),-0.3,-7.5,0.4%,-0.6%,-0.5%,-0.7%,-0.5%,-0.4,17.7,-5.9%,?

Not all compounds are listed; rates above refer to the full screens.
